# RAD52 anneal inh = blocks human RAD52 DNA annealing; P43351; recombinant RAD52 DNA annealing, FRET fluorescence; inhibition, % at 18.7 µM; actives 0.46% (n = 360,000);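 active means every replicate showing at least 50% inhibition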
# Target sequence (P43351 whole entry, looked up): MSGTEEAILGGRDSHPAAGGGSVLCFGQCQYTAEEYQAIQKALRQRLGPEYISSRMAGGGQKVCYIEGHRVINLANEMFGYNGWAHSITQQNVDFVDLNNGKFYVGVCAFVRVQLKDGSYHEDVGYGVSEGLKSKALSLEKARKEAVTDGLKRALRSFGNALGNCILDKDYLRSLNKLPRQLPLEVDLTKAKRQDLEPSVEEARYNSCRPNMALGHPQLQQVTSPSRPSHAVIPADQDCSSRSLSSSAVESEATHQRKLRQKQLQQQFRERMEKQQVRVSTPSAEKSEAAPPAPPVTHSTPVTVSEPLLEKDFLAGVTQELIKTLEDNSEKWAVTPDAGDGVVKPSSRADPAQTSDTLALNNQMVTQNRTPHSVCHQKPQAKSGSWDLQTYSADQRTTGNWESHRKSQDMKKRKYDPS
# E-selectin induc = induces E-selectin expression in human endothelial cells | P16581 | HUVEC E-selectin immunofluorescence imaging; normalized: neutral wells 0, TNF-alpha wells 100 | activation, % at 7.58 µM | actives 0.37% (n = 260,000) | AID 686992;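 active means mean E-selectin-positive cell signal at least 10% of the positive control, reached in at least 60% of replicates, without over 20% cell loss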;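 further: in these data hits start at about 27%; measured in HUVEC primary endothelial cells; signal is the percent of cells scored E-selectin positive by PE staining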
#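 System: HUVEC, human umbilical vein endothelial cells; quantity: 3,000 cells/well; buffer or medium: EGM-2 medium, gelatin-coated wells; dosing: single-point compound dose; detection: immunofluorescence imaging; evaluation: % PE-positive cells; benchmarks: TNF-alpha, DMSO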
# esBAF inh = SWI/SNF esBAF complex inhibition. mouse ES cells, Bmi1-luciferase knock-in reporter, 24 h; 100% = twice the neutral-well signal. reporter increase, % at 12.5 µM. actives 2% (n = 350,000). AID 602393; in the data active means activation above about 40%;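 further: 0% = median of the plate's neutral control wells and 100% = double that signal; a rise in the Bmi1 reporter signal indicates esBAF inhibition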
# S100A4 MyoIIA = S100A4-myosin IIA interaction inhibition. P26447. S100A4/TAMRA-MyoIIA peptide fluorescence polarization. inhibition, % at 10.7 µM. actives 0.14% (n = 360,000). AID 652163;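 active means mean inhibition of at least 70% across replicates, with every replicate also reaching that level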
# Target sequence (P26447 whole entry, looked up): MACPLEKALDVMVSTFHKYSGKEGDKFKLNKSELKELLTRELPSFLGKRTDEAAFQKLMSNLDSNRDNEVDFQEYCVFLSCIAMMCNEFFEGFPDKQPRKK
#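 System – human S100A4 monomer protein, biochemical binding assay · Buffer or medium – Calcium-containing HEPES buffer, pH 7.2 · Timing – 5 min between mix addition and reading · Also added – TAMRA-labelled myosin IIA heavy-chain peptide probe, 5 nM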
# XiGFP reactiv = reactivates the inactive X chromosome in mouse fibroblasts; activation, % at 7.58 µM; AID 743238; XiGFP mouse fibroblasts, % GFP-positive cells imaging, 3 d; cells co-treated with 5-aza-dC sensitizer; scaled so ellipticine positive control = 100%; actives 0.055% (n = 360,000);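 active means mean normalized replicate activation at least 10% and every replicate at or above 10%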;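 further: 0% = median of on-plate neutral control wells and 100% = ellipticine 6 µM median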
#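 assay system = SV40-immortalized XiGFP fibroblast cells, line 68-5-11 | buffer or medium = DMEM plus 5-aza-dC sensitizer | doses = single-point pinned compound dosing | times = 3-day compound exposure, then 15 min fixation at room temperature | benchmarks = positive control ellipticine, 6 µM final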
# FN deposit inh = fibronectin deposition inhibition | AH1F fibroblasts, Alexa488-fibronectin deposition fluorescence, overnight | inhibition, % at 12.6 µM | actives 0.086% (n = 350,000);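 active means mean inhibition across replicates of 30% or more, regardless of how many single replicates reach that level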;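 further: positive control wells lacked labelled fibronectin entirely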
#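 Material – AH1F fibroblast monolayer, labelled fibronectin deposition · Reagent – labelled fibronectin 24 nM · Timing – 1 h adhesion, overnight exposure · Measured by – fluorescence at 485 nm excitation, 525 nm emission · Read-out – inhibition of fibronectin deposition signal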
# RAD54 inh = blocks human RAD54 Holliday junction branch migration; Q92698; FAM/BHQ fluorescence; inhibition, % at 10.4 µM; actives 0.14% (n = 360,000);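 active means mean normalized replicate activity at least 40 and at least half of replicates scoring 40 or more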;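 further: 0% = median of neutral control wells and 100% = median of positive control wells; inhibitors cause a drop in the FAM fluorescence signal; in these data hits start at about 50%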
# EWS-Fli block = EWS/Fli transcriptional activity inhibition. A673 NR0B1-luciferase reporter, viability-normalised. inhibition, % at 12.6 µM. actives 0.67% (n = 350,000). AID 651661;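 active means mean inhibition of at least 50% after viability correction, with every replicate also passing that limit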;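 further: firefly luciferase signal divided by Alamar Blue viability fluorescence both relative to DMSO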
# Numbers without * were called inactive; nt = no result given.
SMILES,RAD52 anneal inh,E-selectin induc,esBAF inh,S100A4 MyoIIA,XiGFP reactiv,FN deposit inh,RAD54 inh,EWS-Fli block
CCCCCCN1CCN(C2CN(CCc3ccccc3)S(=O)(=O)C2)CC1 (configuration not stated),-16.2,3.8,-5.9,-5.0,nt,4.0,-1.8,-0.9
COc1ccc([N+](=O)[O-])cc1N(CC(=O)N(C)C)S(C)(=O)=O,-13.6,nt,nt,7.2,0.0,-9.7,nt,-3.0
Nc1nonc1N/N=C/c1c(O)ccc2ccccc12,-11.8,nt,nt,-0.7,0.0,-6.4,nt,18.9
CCN(CC)c1nc(SCCOC(=O)Nc2ccccc2)nc(N(CC)CC)n1,-8.2,nt,1.6,-0.2,nt,nt,3.0,-8.2
Cc1ccn2cc(C(=O)Nc3ccccc3N3CCOCC3)nc2c1,-13.6,nt,20.2,1.4,nt,nt,1.4,-25.6
CN(CC(=O)Nc1cccc(F)c1)CC(=O)N1CCCCC1,-12.1,0.1,-4.6,4.5,0.5,0.4,6.4,-1.3
COc1ccccc1NC(=O)c1cc([N+](=O)[O-])ccc1NCCN1C(=O)CCC1=O,-6.5,nt,nt,-0.9,-0.1,-0.5,nt,-7.5
COc1cc([N+](=O)[O-])ccc1NC(=O)COC(=O)CCS(=O)(=O)c1ccc(C)cc1,-10.8,-0.2,1.6,-0.9,-0.1,-19.4,14.2,-1.0
Cc1cccc(Nc2ccncc2S(=O)(=O)NC(=O)NC(C)C)c1,-6.1,2.3,-2.2,-1.5,0.0,-2.9,-11.5,-8.1
C[C@H](CO)N1C[C@H](C)[C@@H](CN(C)Cc2ccc(F)cc2)Oc2cc(C#Cc3ccccn3)ccc2S1(=O)=O,-59.3,-0.1,7.7,13.6,-0.9,nt,-4.2,16.1
COCC(=O)N(C)C[C@@H]1Oc2cc(C#C[C@@H](C)O)ccc2S(=O)(=O)N([C@@H](C)CO)C[C@H]1C,1.4,1.0,-4.6,-1.0,-0.2,8.3,3.8,13.5
O=C(Nc1cc(C(F)(F)F)cc(C(F)(F)F)c1)O[C@@H]1c2ccccc2[C@@H]2Cc3csc[n+]3[C@H]12,12.1,5.6,nt,-2.2,0.0,-12.6,nt,-2.3
C[C@@H]1CN([C@@H](C)CO)S(=O)(=O)c2ccc(C#CCC3CCCC3)cc2O[C@@H]1CN(C)C(=O)c1cnccn1,-5.0,-0.2,6.2,-0.2,0.0,3.0,5.7,4.2
CCCCCCOC1(c2ccccc2)OC(=O)c2ccccc21 (configuration not stated),-6.3,nt,6.0,1.6,nt,nt,-10.0,-3.8
CC(=O)c1cc2cccc(OC3(C)CCN(Cc4ccc5ccccc5c4)C3)c2o1 (configuration not stated),-38.8,0.0,-4.7,1.3,0.0,4.4,-8.2,0.9
CCC(=O)N1CC(=O)N2[C@@H](CO)[C@H](c3ccc(C#Cc4cccc(OC)c4)cc3)[C@@H]2C1,-8.9,0.1,nt,2.7,0.4,nt,nt,-9.1
COc1ccc2c3c([nH]c2c1)[C@@H](CO)N(C(=O)c1ccncc1)CC31CCN(Cc2cccnc2)CC1,-7.0,-0.2,nt,-13.3,0.1,nt,nt,-11.9
C[C@@H](NC(=O)C[C@@H]1CC[C@H]2[C@@H](COC[C@@H](O)CN2C(=O)Nc2cccc(F)c2)O1)c1ccccc1,1.9,0.2,27.3,2.6,-0.1,4.6,-2.8,-39.0
O=C(NCCNc1ccc([N+](=O)[O-])cc1C(F)(F)F)c1ccccc1,-12.7,nt,nt,14.9,0.0,1.5,nt,-1.7
Cn1c(=O)[nH]c(=O)c2c1nc(CN1CCN(Cc3ccccc3)CC1)n2CC(N)=O,-5.9,0.2,-1.9,2.2,0.1,-8.3,5.4,-2.0
COc1ccc(Cl)c2sc(NC(=O)C3=COCCO3)nc12,0.9,-0.3,nt,-8.3,0.4,4.9,nt,-40.4
O=S(=O)(Nc1ccccc1F)c1cccc(NC(=S)NCCN2CCOCC2)c1,-28.2,-0.5,-3.6,-3.0,0.0,5.0,-2.7,-3.6
C[C@@H]1CN([C@H](C)CO)C(=O)c2cc(NC(=O)NC3CCCCC3)ccc2O[C@@H]1CN(C)CC1CCCCC1,-4.2,nt,1.8,7.5,0.3,nt,6.2,-1.6
Cc1nn(C)cc1[C@@H]1C[C@H]2CN(Cc3cccc(Cl)c3)C(=O)[C@]23CCCN13,-29.0,-0.2,nt,-7.5,0.0,5.4,nt,7.6
C[n+]1ccccc1C1CCCC/C1=N\NC(N)=S (configuration not stated),-3.5,nt,2.0,-2.6,0.0,2.1,nt,6.8
C[C@H](CO)N1C[C@H](C)[C@H](CN(C)Cc2ccc(-c3ccccc3)cc2)Oc2ccc(N(C)C)cc2CC1=O,-8.1,0.3,-1.0,4.8,0.2,2.0,-9.1,4.3
c1cnc2nc3c4ccccc4c4ccccc4c3nc2c1,-14.2,1.7,-5.9,5.9,0.9,7.2,1.8,-5.8
C[C@H]1CN([C@@H](C)CO)S(=O)(=O)c2ccc(C#CC3CC3)cc2O[C@H]1CN(C)CC1CCOCC1,15.0,0.1,-5.3,-1.8,0.0,1.2,-0.2,7.5
Oc1c(N=NC(=S)Nc2ccccc2F)c2ccccc2n1Cc1ccc(Cl)cc1,-8.3,2.2,nt,0.1,0.1,-19.5,nt,35.8
CC(=O)Nc1cccc(NC(=O)c2ccc(Br)cc2)c1,12.2,3.7,42.3*,5.6,0.1,11.0,3.6,-36.0
Cc1ccc(CN2CCNC(=O)C2CC(=O)NCc2csc(C(C)C)n2)cc1 (configuration not stated),-24.8,12.7,-7.7,-4.6,0.4,-1.9,-8.5,2.2
CCNC(=O)[C@@H]1[C@@H](CO)[C@@H]2Cn3c(ccc(-c4ccccc4)c3=O)[C@@H]2N1C(=O)C1CCCC1,10.3,0.2,1.0,2.3,0.5,nt,11.2,2.8
C[C@H](CO)N1C[C@H](C)[C@H](CN(C)Cc2ccc(Oc3ccccc3)cc2)Oc2ccc(NC(=O)CCN3CCOCC3)cc2CC1=O,14.4,-1.0,-4.4,3.7,0.1,nt,-3.1,6.0
COC(C[C@H]1O[C@H]1[C@@H](O)COCc1ccccc1)OC,-11.0,0.0,-1.9,-0.9,0.2,-1.0,1.4,-5.2
Cc1cc(Cl)ccc1OCC(=O)NNC(=O)c1cnccn1,-31.0,nt,nt,-7.7,0.1,nt,nt,12.8
Cc1ccccc1C(N)=O,-34.6,nt,-7.2,-19.0,nt,nt,-7.3,-3.4
CCNC(=O)[C@H]1[C@H](CO)[C@H]2Cn3c(ccc(-c4cccc(F)c4)c3=O)[C@H]2N1CC1CCOCC1,-15.8,-0.4,-2.7,-4.7,0.2,nt,4.6,4.9
COc1ccc(S(=O)(=O)N(C)C[C@H]2OCCCC[C@H](C)Oc3ccc(NS(=O)(=O)c4cccs4)cc3C(=O)N([C@@H](C)CO)C[C@@H]2C)cc1,-44.3,0.0,6.8,-15.9,0.4,nt,0.2,12.4
Cc1cc2nc(SCC(=O)O)nc(C)c2cc1C,-3.7,nt,-0.6,-7.1,nt,nt,-6.7,-39.9
COc1ccc2c3c(n(C)c2c1)[C@H](CO)N(C(=O)CN1CCOCC1)CC31CN(C(C)=O)C1,-5.9,0.0,nt,2.7,0.3,nt,nt,-0.3
C=C1CCC2C(C)(C)[C@@H](O)CC[C@@]2(C)[C@@H]1COc1ccc2ccc(=O)oc2c1 (some centres not stated),8.8,nt,-3.8,7.4,0.2,7.3,1.4,2.4
NC(=O)CC(NC(=O)Cc1ccc(Br)cc1)c1ccc(N2CCc3ccccc3C2)c([N+](=O)[O-])c1 (configuration not stated),12.2,0.3,-0.2,-6.1,-0.3,8.5,-5.1,-3.3
C=CCN1C(=O)c2ccc(C(=O)OCC(=O)N(C)C3CCCCC3)cc2C1=O,-1.0,-1.7,nt,0.6,0.0,-2.7,nt,11.0
COCCN(C(=S)Nc1ccc(Cl)cc1OC)C1CCN(C(C)=O)CC1,-6.5,0.6,-1.9,-8.4,-0.2,6.3,13.7,3.0
C/C=C/c1ccc2c(c1)O[C@H](CN(C)S(=O)(=O)c1ccccc1OC)[C@@H](C)CN([C@H](C)CO)S2(=O)=O,-6.8,0.8,6.7,5.2,-1.3,nt,-1.9,18.8
CC(C)(C)[S@](=O)N1Cc2cc(C(=O)N3CCCCC3)nc(-c3cccc(Br)c3)c2[C@@H]1CCO,-12.0,0.0,nt,-43.0,0.0,-10.9,nt,0.6
O=C(CN1CCCC1=O)NC1C2CC3CC(C2)CC1C3 (configuration not stated),-7.5,nt,nt,0.8,0.2,nt,nt,-12.7
O=C(COC(=O)c1cnc(Cl)c(Cl)c1)NCCC1=CCCCC1,-10.6,1.6,nt,-4.4,0.0,-4.6,nt,-6.9

# No new results follow: entries from further up.
SMILES,RAD52 anneal inh,E-selectin induc,esBAF inh,S100A4 MyoIIA,XiGFP reactiv,FN deposit inh,RAD54 inh,EWS-Fli block
COc1ccc(S(=O)(=O)N(C)C[C@H]2OCCCC[C@H](C)Oc3ccc(NS(=O)(=O)c4cccs4)cc3C(=O)N([C@@H](C)CO)C[C@@H]2C)cc1,-44.3,0.0,6.8,-15.9,0.4,nt,0.2,12.4
Cc1cc2nc(SCC(=O)O)nc(C)c2cc1C,-3.7,nt,-0.6,-7.1,nt,nt,-6.7,-39.9

# Next part
SMILES,RAD52 anneal inh,E-selectin induc,esBAF inh,S100A4 MyoIIA,XiGFP reactiv,FN deposit inh,RAD54 inh,EWS-Fli block
CC1=C(C(=O)Nc2ccccc2C(=O)NCCCN2CCN(C)CC2)SCCO1,-1.1,nt,-7.5,-3.7,0.0,-14.7,1.5,-1.0
COc1ccc(C(=O)N2CC3(CC(c4ccc(Cl)cc4)=NO3)C[C@H]2C(=O)NCC(N)=O)cc1 (some centres not stated),6.8,0.8,-8.3,-0.2,0.0,-0.6,1.7,-9.2
O=C(CCc1n[nH]c(=O)[nH]c1=O)N1CCOCC1,8.9,nt,-19.0,2.1,0.0,-6.4,7.3,1.8
COc1ccc(S(=O)(=O)Nc2ccc3c(c2)C(=O)N([C@H](C)CO)C[C@@H](C)[C@@H](CN(C)S(=O)(=O)c2ccccc2)OCCCC[C@@H](C)O3)cc1,0.5,0.2,nt,1.2,0.2,nt,nt,19.7
CCOc1ccc2c(c1)C(=NNC(=O)c1ccncc1)c1cc(OCC)ccc1-2,-11.3,-0.6,54.5*,4.3,0.0,0.9,8.2,-11.2
C[C@H]1CN([C@@H](C)CO)C(=O)c2cccc(NC(=O)Nc3ccc(C(F)(F)F)cc3)c2O[C@@H]1CN(C)CC1CCCCC1,-0.8,0.3,3.5,-10.3,-0.1,nt,2.2,17.6
COc1cccc(S(=O)(=O)N2C[C@H](O)COC[C@@H]3O[C@@H](CC(=O)NCCCN4CCOCC4)CC[C@H]32)c1,0.2,0.3,-2.0,8.9,0.2,1.6,1.5,-1.9
O=C(CCC(=O)c1cccs1)NNC(=O)c1ccccc1Cl,-2.0,nt,-7.3,-4.4,-0.1,2.8,-0.6,1.3
COc1ccc(/C=C2\SC(=S)N(CCC(=O)NCCCN3CCOCC3)C2=O)cc1,42.1,nt,-2.4,-7.6,-0.1,-4.0,24.3,-4.8
Nc1nn(-c2ccccc2)c2ccc([N+](=O)[O-])cc12,1.0,0.6,6.2,2.4,0.0,2.8,6.6,-25.9
CCn1c(C)nc2cc(C(=O)NNC(=S)NC(=O)c3ccccc3)ccc21,-17.7,0.0,nt,-12.1,0.1,-2.2,nt,15.6
COc1ccc(OCCOc2ccc(S(=O)(=O)N3CCCC3)cc2[N+](=O)[O-])cc1,-11.6,nt,-10.2,5.8,0.0,5.6,7.9,5.8

# Compounds were not picked by outcome (roughly 3% active in at least one column).
